PME-1 primary: blocks human protein phosphatase methylesterase 1; recombinant PME-1, FP-Rh probe fluorescence polarization; inhibition, % at 5.9 µM; Q9Y570; hit rate 0.53% among 320,000;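 active means inhibition above the campaign mean of all compounds plus 3 SD, cut at about 26% in these data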;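 further: competitive labeling of PME-1 active site by serine hydrolase directed probe; 0% = PME-1 with DMSO and 100% = wells lacking PME-1 enzyme; inhibitors block probe labeling so polarization falls and inhibition rises; many of its hits are not listed in these tables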
Target sequence (Q9Y570 whole entry, looked up): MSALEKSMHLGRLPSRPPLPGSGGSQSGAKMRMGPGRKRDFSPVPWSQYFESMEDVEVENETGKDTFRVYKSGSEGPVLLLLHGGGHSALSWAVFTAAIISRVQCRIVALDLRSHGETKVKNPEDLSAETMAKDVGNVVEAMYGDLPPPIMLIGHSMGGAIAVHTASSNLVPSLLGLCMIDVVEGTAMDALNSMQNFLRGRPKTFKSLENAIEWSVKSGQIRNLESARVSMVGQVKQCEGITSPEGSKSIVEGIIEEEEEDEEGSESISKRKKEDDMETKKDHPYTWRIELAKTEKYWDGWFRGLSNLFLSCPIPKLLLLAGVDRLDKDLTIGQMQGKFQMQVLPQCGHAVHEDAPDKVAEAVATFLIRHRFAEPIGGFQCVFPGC
PAFAH1B3 FP inh: blocks human PAF acetylhydrolase 1B catalytic subunit 3; recombinant PAFAH1B3, FP-rhodamine probe, fluorescence polarization; Q15102; hit rate 0.28% among 340,000; inhibition, % at 3.39 µM;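 active means inhibition above the screen-wide average of all tested compounds plus 3 SD, cut at about 25% in these data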;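 further: 0% = enzyme with DMSO only and 100% = wells lacking PAFAH1B3 protein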
Target sequence (Q15102 whole entry, looked up): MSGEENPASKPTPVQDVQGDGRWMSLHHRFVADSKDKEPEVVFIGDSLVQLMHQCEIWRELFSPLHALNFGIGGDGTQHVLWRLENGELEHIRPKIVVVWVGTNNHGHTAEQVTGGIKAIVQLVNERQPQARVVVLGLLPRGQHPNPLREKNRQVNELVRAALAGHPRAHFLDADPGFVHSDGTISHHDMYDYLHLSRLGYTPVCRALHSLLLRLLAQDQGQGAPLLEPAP
LYPLA1 counter: counter-screen for PME1 inhibitors: inhibitors of human LYPLA1 | AID 2174 | recombinant LYPLA1, FP-Rh probe fluorescence polarization | inhibition, % at 5.9 µM | O75608 | hit rate 0.16% among 320,000;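 active means inhibition above the mean of all tested compounds plus 3 SD, set per campaign, cut at about 14% in these data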;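 further: inhibitors block serine hydrolase probe labeling of LYPLA1 so polarization falls; 0% = enzyme with DMSO and 100% = wells lacking LYPLA1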
Target sequence (O75608 whole entry, looked up): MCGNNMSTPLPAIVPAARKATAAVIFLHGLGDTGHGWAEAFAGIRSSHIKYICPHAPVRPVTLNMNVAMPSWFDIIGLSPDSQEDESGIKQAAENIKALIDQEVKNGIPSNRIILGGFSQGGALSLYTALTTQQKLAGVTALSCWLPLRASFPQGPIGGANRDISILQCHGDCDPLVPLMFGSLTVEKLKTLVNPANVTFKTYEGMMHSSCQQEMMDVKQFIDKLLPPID
PAFAH1B2 inh: blocks human PAF acetylhydrolase 1b catalytic subunit 2 | AID 492953 | inhibition, % at 3.39 µM | P68402 | recombinant PAFAH1B2, FP-rhodamine activity probe, fluorescence polarization | hit rate 1.2% among 340,000;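 active means inhibition above the mean of all tested compounds plus 3 SD, cut at about 24% in these data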;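 further: 0% = enzyme with DMSO and 100% = wells lacking PAFAH1B2; many of its hits are not listed in these tables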
GSTO1 counter: GSTO1 inhibition, counter-screen for RBBP9 inhibitors | P78417 | inhibition, % at 5.96 µM | recombinant GSTO1, activity-based probe fluorescence polarization | hit rate 1.1% among 300,000;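 active means inhibition above the campaign mean inhibition plus 3 SD, cut at about 35% in these data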;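 further: 0% = GSTO1-1 with DMSO and 100% = wells lacking GSTO1-1 enzyme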
LYPLA2 inh: counter-screen for PME1 inhibitors: inhibitors of human LYPLA2 | O95372 | recombinant LYPLA2, FP-Rh probe fluorescence polarization | inhibition, % at 5.9 µM | hit rate 0.38% among 320,000;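 active means inhibition above the screen-wide mean plus 3 SD, limit set per campaign, cut at about 26% in these data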;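 further: 0% = LYPLA2 with DMSO and 100% = wells lacking LYPLA2 enzyme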
Target sequence (O95372 whole entry, looked up): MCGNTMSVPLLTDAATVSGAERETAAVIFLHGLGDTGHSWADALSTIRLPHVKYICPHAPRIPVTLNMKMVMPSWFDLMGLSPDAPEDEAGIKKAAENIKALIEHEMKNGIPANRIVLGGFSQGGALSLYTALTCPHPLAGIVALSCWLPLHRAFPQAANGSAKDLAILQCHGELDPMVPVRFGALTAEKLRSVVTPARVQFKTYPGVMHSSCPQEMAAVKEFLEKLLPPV
PREPL inh: human PREPL enzyme inhibition | Q4J6C6 | recombinant PREPL, fluorescence polarization activity-based probe | inhibition, % at 5.96 µM | hit rate 0.68% among 320,000; in the data active means inhibition above about 43%;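 further: 0% = enzyme with DMSO and 100% = wells lacking enzyme; many of its hits are not listed in these tables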
PAD4 inh: inhibitors of human PAD4 | recombinant PAD4, RCA probe fluorescence polarization | inhibition, % at 6.36 µM | hit rate 0.41% among 330,000;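 active means percent inhibition above a cutoff equal to the mean of all tested compounds plus 3 SD, cut at about 15% in these data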;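 further: 0% = PAD4 with RCA probe and DMSO and 100% = probe without PAD4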
pPAFAH FP inh: inhibitors of human plasma PAF acetylhydrolase (pPAFAH) | Q13093 | recombinant pPAFAH, FP-rhodamine probe fluorescence polarization | inhibition, % at 3.39 µM | hit rate 1.5% among 330,000 | AID 463082;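 active means inhibition above the mean inhibition across the screen plus 3 SD, cut at about 25% in these data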;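 further: inhibitors block binding of the rhodamine activity-based probe so polarization drops; 0% = enzyme with DMSO and 100% = wells lacking pPAFAH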
Numbers without * were called inactive; nt = not tested or not shown. These rows are one share of the data, so the mix of outcomes need not match the whole.

#	mol	pPAFAH FP inh	PAFAH1B3 FP inh	GSTO1 counter	PAD4 inh	PAFAH1B2 inh	PME-1 primary	LYPLA2 inh	LYPLA1 counter	PREPL inh
1	O=C(O)c1ccc(S(=O)(=O)N2CCOCC2)o1	-5	5	8	5	4	2	-1	2	7
2	O=C(CSc1nnc2ccccn12)NNC(=O)c1ccccc1F	-7	2	nt	2	4	nt	nt	nt	14
3	N#Cc1c2c(c(-c3ccco3)[nH]c1=O)CCCC2	1	14	8	-1	9	1	6	-4	24
4	COc1ccc(C2c3[nH]c4ccccc4c3CCN2C(=O)Cc2nonc2C)c(F)c1 (configuration not stated)	-7	-4	-6	-1	-1	7	-7	-5	10
5	O=[N+]([O-])c1ccc(C2=Nc3cc(Cl)ccc3OC2)cc1	5	0	5	-6	-2	6	5	-1	26
6	CCOC(=O)Cn1c(=N)n(Cc2ccccc2F)c2ccccc21	4	1	1	-2	-2	-5	8	1	42
7	Cc1cccc(NC(=O)CCN2C(=O)C3C4CCC(C4)C3C2=O)c1C (configuration not stated)	-1	6	-1	1	-3	10	-1	0	-2
8	COc1ccc(N2CC(C(=O)N(CC(C)C)c3c(N)n(Cc4ccccc4)c(=O)[nH]c3=O)CC2=O)c(OC)c1 (configuration not stated)	13	1	14	-1	3	0	-7	-1	4
9	CC(=O)c1coc2ccc(OCC(=O)O)cc12	3	2	-7	-4	-1	-7	2	6	8
10	O=c1cc(N2CCCCCC2)[nH]c(=O)n1-c1ccccc1Cl	6	4	2	-3	1	-2	-10	0	1
11	Cc1ccccc1NS(=O)(=O)c1cc(C(=O)Nc2cccnc2)ccc1C	3	1	2	-1	-2	5	-1	-5	-9
12	COCCN(C(=O)CSc1nnc(Nc2ccc(C)cc2)s1)c1c(N)n(CC(C)C)c(=O)[nH]c1=O	20	0	4	-5	10	1	1	1	18
13	CCn1c(/C=C/c2ccccc2[N+](=O)[O-])nc2ccccc2c1=O	5	7	-11	-1	0	5	6	4	-1
14	O=C(CSc1ccc2c(c1)OCCO2)NCCc1ccc(Cl)cc1Cl	7	3	0	4	9	1	-4	-4	-13
15	CCOC(=O)/C(=C/c1ccc(OC(=O)c2ccncc2)cc1)C(C)=O	-2	9	-4	-6	3	-2	4	-1	-4
16	CCC(Oc1ccc2c(c1)C(=O)CC(C)(C)O2)C(=O)NCCN1CCCCCC1 (configuration not stated)	4	2	1	1	2	2	4	-2	12
17	CC(Oc1ccccc1)C(=O)Nc1nnc(S(=O)(=O)Nc2ccccc2)s1 (configuration not stated)	29*	7	-16	2	10	1	3	6	-2
18	CCN(CC)S(=O)(=O)c1ccc(NC(=O)c2cc(C(=O)OC)cc([N+](=O)[O-])c2)cc1	1	-8	3	0	-3	-2	1	-5	0
19	Cc1cc(C)c2c(=O)c3c(oc2c1)C(=O)N(CCO)C3c1cccc(O)c1 (configuration not stated)	0	-3	-2	-4	4	3	-2	0	1
20	CC(OC(=O)COc1ccccc1[N+](=O)[O-])C(=O)Nc1ccc(N2CCOCC2)cc1 (configuration not stated)	5	11	-8	-4	6	-6	0	-1	12
21	Cc1ccc(Cl)c2sc(NC(=O)C3=COCCO3)nc12	1	3	0	-9	5	-6	-28	-18	1
22	O=S(=O)(NCc1cccnc1)c1ccc2c(c1)OCCO2	8	11	11	3	0	2	9	3	5
23	CCn1c(CNC(=O)c2cc(OC)c(OC)c(OC)c2)cc2cc(C)ccc21	2	5	-5	1	3	-4	-6	-4	-1
24	CCOC(=O)N1CCN(C(=O)C2CCN(S(=O)(=O)c3c(C)cc(C)cc3C)CC2)CC1	-3	2	-4	3	-2	5	3	1	23
25	CC(C)CCN1C(=O)c2ccc(C(=O)N3CCCCC3)cc2C1=O	1	-3	-1	2	4	2	12	3	-7
26	CCOC(=O)c1ccc(-c2ccc(-c3cc(=O)oc4cc(OC)c(OC)c(OC)c34)cc2)cc1	4	8	nt	-1	2	nt	nt	nt	nt
27	CC(C)(C)OC(=O)N1CCC[C@@H]1CO	0	15	3	4	-3	-7	-2	-3	-2
28	CN(Cc1ccccc1)C1=CC(=[N+]2CCCCC2)CC(C)(C)C1	1	0	4	-4	-1	3	10	2	37
29	Cc1ccc(N(Cc2cc(=O)[nH]c3ccccc23)C(=O)CCl)cc1	5	10	80*	11	7	4	-1	1	-5
30	C=CCSc1nnc(CNC(=O)c2ccc(Cl)cc2)n1CC	1	12	12	8	6	1	13	1	11

(cont.)
#	mol	pPAFAH FP inh	PAFAH1B3 FP inh	GSTO1 counter	PAD4 inh	PAFAH1B2 inh	PME-1 primary	LYPLA2 inh	LYPLA1 counter	PREPL inh
31	CCCCn1c(SCC(=O)NC(C)(C)C)nnc1-c1ccco1	1	-3	0	-7	3	-1	-3	2	2
32	COc1cc(NC(=O)COc2ccc(F)cc2)nc(OC)n1	2	2	-1	-1	2	-2	3	0	3
33	Cc1cccc(-n2ncc3c(N4CC(C)CC(C)C4)ncnc32)c1 (configuration not stated)	3	-2	13	0	9	5	-4	-1	-1
34	COc1ccc(Cn2c(=O)[nH]c3cc(C(=O)N4CCN(c5ccc(OC)cc5)CC4)ccc3c2=O)cc1	0	-2	3	-2	6	-5	-3	2	-3
35	Cc1ccc(-n2nc(C(=O)O)cc2-c2ccccc2)cc1	6	6	-3	-4	19	-4	-4	2	4
36	CCCn1nc2cc(C(=O)NCc3ccccc3OC)ccc2c1OCC	0	-1	0	-4	4	-2	2	2	8
37	CCc1nc(N2CCOCC2)c(C#N)c2c1CCCC2	-2	6	9	2	4	-6	2	-2	15
38	O=C(O)c1cc(-c2ccccc2)on1	7	1	-3	-5	-3	-2	6	0	8
39	CC1CCCN(C(=O)c2ccc3nc[nH]c3c2)C1 (configuration not stated)	4	9	9	0	4	-5	2	0	-2
40	CS(=O)(=O)c1ccccc1-c1nnc(NC(=O)Cc2ccccc2)o1	8	-2	15	-1	-7	-4	0	0	-3
41	CC1(C)C2CCC1(CS(=O)(=O)N1CCCc3ccccc31)C(=O)C2 (configuration not stated)	6	3	5	0	6	-3	0	3	-5
42	CC(C)c1nnc(NC(=O)COc2ccc3ccccc3c2)s1	3	-3	0	12	-5	-2	-4	2	-2
43	CCOC(=O)C1(Cc2cccc(OC)c2)CCN(C(C)COC)CC1 (configuration not stated)	4	2	-1	-3	2	-6	-6	1	7
44	COc1ccccc1N1CC(C(=O)OC(C)C(=O)N2CCCc3ccccc32)CC1=O (configuration not stated)	2	12	6	0	6	-1	2	1	4
45	COc1cccc(C(=O)C2CCCN(Cc3cccn3-c3cccnc3)C2)c1 (configuration not stated)	2	-3	3	2	-2	4	0	-1	-23
46	CCC(=O)N/N=C(\C)CC(=O)Nc1ccccc1-c1ccccc1	3	6	4	3	3	-3	-1	0	0
47	C=CCN1CCN(C(=O)CCc2ccccc2)CC1	0	2	-6	0	4	1	7	-2	6
48	O=C1CCCCC1C(Nc1ccc(Cl)cc1)c1ccccc1 (configuration not stated)	2	9	0	1	5	-1	-3	-4	7
49	CC(=O)Nc1ccccc1C(=O)C(=O)Nc1cccc(Br)c1	5	-1	-4	-4	3	3	3	-2	1
50	COc1ccc(N(C(=O)CNC(=O)c2ccco2)C(C(=O)NC2CCCCC2)c2ccco2)cc1 (configuration not stated)	8	11	-1	3	26*	8	3	2	0
51	COc1ccc(C(=O)NC(C)C2CC3CCC2C3)cc1 (configuration not stated)	3	7	-5	-3	16	-4	-1	-3	-4
52	O=C1c2cccc3cc([N+](=O)[O-])cc(c23)C(=O)N1c1nncs1	2	2	2	2	4	-6	4	2	10
53	C/C(CC(=O)Nc1cccc(C(F)(F)F)c1)=N\NC(=O)Cc1ccccc1	0	6	1	0	4	2	10	8	10
54	CCn1c(SCc2nnc(-c3ccccc3)o2)nnc1-c1ccc(S(=O)(=O)N2CCCC2)cc1	-1	7	0	-3	4	9	10	5	10
55	Cc1ccccc1NC(=O)c1cccc(Cn2cc(Br)c([N+](=O)[O-])n2)c1	2	4	3	2	0	4	11	0	14
56	COc1ccc(/C=C/C(=O)OCC(=O)c2ccc(S(=O)(=O)N3CCCCC3)cc2)cc1OC	4	-2	-6	-3	1	-1	-7	-4	-2
57	COc1cc(SC)ccc1C(=O)N1CCc2ccccc21	3	2	0	-2	2	2	0	-2	6
58	N/C(COc1ccc(F)cc1)=N\NC(=O)c1cccnc1Oc1ccccc1	-2	-3	-11	-5	3	-2	-1	-2	13
59	CCCn1c(=O)c(C(=O)NNC(=O)Cc2ccccc2)c(O)c2ccccc21	8	6	9	-4	14	-2	2	-1	-4
60	CC(=O)C1=C(O)C(=O)N(Cc2ccccc2)C1c1cccs1 (configuration not stated)	2	3	-1	-2	3	10	3	2	-2

Later entries.
#	mol	pPAFAH FP inh	PAFAH1B3 FP inh	GSTO1 counter	PAD4 inh	PAFAH1B2 inh	PME-1 primary	LYPLA2 inh	LYPLA1 counter	PREPL inh
61	COc1ccc(CNCC(=O)Nc2cc(C)nn2-c2nc(C)cc(C)n2)cc1OC	5	nt	7	1	nt	4	0	-3	-9
62	CCN1CCN(C(=O)CN2C(=O)COc3ccc(C)cc32)CC1	4	4	7	-5	-2	0	-4	1	0
63	CN1C(=O)/C(=C2\SC(N3CCCCCC3)=NC2=O)c2ccccc21	2	3	2	1	1	2	15	3	25
64	O=C(c1cc(F)c(F)cc1Cl)N1CCN(c2ncccn2)CC1	0	11	7	-3	5	2	-1	-1	13
65	CN(CC(=O)Nc1ccccc1Br)C(=O)CCSc1ccc(F)cc1	6	3	-5	-2	4	2	7	2	12
66	O=C(Nn1cnnc1)c1ccccc1Cl	1	-10	4	-5	3	-5	-3	2	2
67	CCOc1ccc(N(C)Cc2cc(=O)oc3ccc(OC)cc23)cc1	7	-1	2	-2	0	8	3	2	15
68	O=C(NCC1CCCN(Cc2nccs2)C1)c1cccc2ccccc12 (configuration not stated)	-5	1	5	-6	2	-3	-8	0	-8
69	COc1ccc(C(=O)Nc2ncc3c(n2)CC(C)CC3=O)cc1 (configuration not stated)	5	1	-3	1	-2	-8	0	-3	-3
70	Cc1ccc(C2(C)NC(=O)N(CC(=O)Nc3cc(S(=O)(=O)N(C)C)ccc3C)C2=O)cc1 (configuration not stated)	4	2	6	2	6	1	-4	-1	-15
71	CCn1c(C)nc2cc(C(=O)NNC(=O)CCC3CCCC3)ccc21	9	13	6	-6	1	2	-3	-2	-2
72	COc1ccc(-n2nc(C(=O)N(C)C3CCCCC3)c3ccccc3c2=O)c(OC)c1	1	5	9	5	11	-7	6	0	0
73	CCOC(=O)C1=C(C)N(C)C(C)=C(C(=O)OCC)C1c1ccccc1	0	8	1	-8	4	0	4	2	6
74	Cc1cc(SCC(=O)N/N=C/c2ccc(O)c(O)c2O)c(C)cc1Br	57*	13	18	4	-6	31*	-6	-18	1
75	CSc1nnc(-c2cc[n+](C)cc2)n1CCO	-2	5	3	0	2	2	-7	-2	0
76	CCN(CC)S(=O)(=O)c1ccc(NC(=O)COC(=O)c2ccc(NC(=O)CC#N)cc2)cc1	26*	6	-59	-18	-8	-7	-15	-12	-4
77	CC(CCc1ccccc1)NC(=O)C1CCN(S(=O)(=O)N2CCOCC2)CC1 (configuration not stated)	2	0	3	-2	2	-1	-1	-2	8
78	CCOc1ccc(CCNC(=O)COC(=O)C2=NNC(=O)CC2)cc1OCC	1	0	1	-7	-2	-1	6	-1	0
79	O=C(NNC(=O)c1ccc(Cl)c(Cl)c1)c1ccncc1	-1	nt	1	3	nt	-1	6	2	-8
